BH1578 lux ind: induces V. cholerae light production without autoinducers; V. cholerae BH1578 lux reporter, luminescence, 6 h; actives 0.16% (n = 350,000); activation, % at 18.7 µM; in the data active = activation mostly above about 9.7%, no sharp cut-off; inconclusive = no clear call, values can overlap the other calls; inactive = mostly below about 3.7%; also: not every result past the cut was called active; inactives centre near 0; reference of the scale not given here
FBA Mtb inh: Mtb fructose-bisphosphate aldolase inhibition | P9WQA3 | purified M. tuberculosis FBA, fluorescence read-out | inhibition, % at 1 µM | actives 2.3% (n = 360,000) | AID 588726; in the data active = inhibition above about 27%;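 also: 0% = vehicle and 100% = reference inhibitor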
FadD28 FP inh: M. tuberculosis FadD28 bisubstrate binding inhibition | FadD28 bisubstrate probe binding, fluorescence polarization | inhibition, % at 12.5 µM | actives 0.22% (n = 360,000) | AID 588549; in the data active = inhibition above about 8.5%, passing the limit was not always enough; inconclusive = no clear call, values can overlap the other calls
Mtb BioA inh: blocks M. tuberculosis BioA enzyme activity; actives 0.096% (n = 360,000); purified M. tuberculosis BioA enzyme, plate reader; inhibition, % at 9.99 µM; in the data active = inhibition above about 40%; inconclusive = no clear call, values can overlap the other calls
PfHsp40 rescue: rescue of PfHsp40-mediated yeast toxicity; actives 0.68% (n = 340,000); growth rescue, % at 12.5 µM; S. cerevisiae expressing PfHsp40, growth rescue, ATP luminescence; in the data active = growth rescue above about 28%, passing the limit was not always enough; inconclusive = no clear call, values can overlap the other calls;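 also: yeast W303a lacking pdr1 and pdr3 grown in galactose medium; growth measured after three days at 30 °C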
Y pestis TopoI: Y. pestis Topo-I inhibition via cleavage products; Y. pestis Topo-I cleavage product accumulation, plate reader; activity, % at 10 µM; actives 0.064% (n = 360,000); in the data active = activity above about 50%, passing the limit was not always enough; inconclusive = no clear call, values can overlap the other calls; also: inactives centre near 2
Mtb UGM inh: inhibitors of M. tuberculosis UDP-galactopyranose mutase | P9WIQ1 | purified UGM, fluorescence polarization probe displacement | inhibition, % at 10 µM | actives 0.06% (n = 320,000) | AID 504406; in the data active = inhibition above about 10%, passing the limit was not always enough; inconclusive = no clear call, values can overlap the other calls
GDH-TPI counter: counter-screen for M. tuberculosis FBA inhibitors: GDH-TPI coupled enzymes; actives 1.2% (n = 360,000); inhibition, % at 4.8 µM; GDH-TPI coupled enzyme counterscreen, NADH absorbance; AID 588335; in the data active = inhibition above about 30%;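 also: 0% = DMSO wells and 100% = wells lacking the enzyme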
TcdB GH inh: blocks C. difficile toxin B glycohydrolase activity. P18177. TcdB glycohydrolase enzymatic assay, plate reader. inhibition, % at 9.99 µM. actives 0.24% (n = 350,000); in the data active = inhibition above about 10%
Target sequence (P18177 whole entry, looked up): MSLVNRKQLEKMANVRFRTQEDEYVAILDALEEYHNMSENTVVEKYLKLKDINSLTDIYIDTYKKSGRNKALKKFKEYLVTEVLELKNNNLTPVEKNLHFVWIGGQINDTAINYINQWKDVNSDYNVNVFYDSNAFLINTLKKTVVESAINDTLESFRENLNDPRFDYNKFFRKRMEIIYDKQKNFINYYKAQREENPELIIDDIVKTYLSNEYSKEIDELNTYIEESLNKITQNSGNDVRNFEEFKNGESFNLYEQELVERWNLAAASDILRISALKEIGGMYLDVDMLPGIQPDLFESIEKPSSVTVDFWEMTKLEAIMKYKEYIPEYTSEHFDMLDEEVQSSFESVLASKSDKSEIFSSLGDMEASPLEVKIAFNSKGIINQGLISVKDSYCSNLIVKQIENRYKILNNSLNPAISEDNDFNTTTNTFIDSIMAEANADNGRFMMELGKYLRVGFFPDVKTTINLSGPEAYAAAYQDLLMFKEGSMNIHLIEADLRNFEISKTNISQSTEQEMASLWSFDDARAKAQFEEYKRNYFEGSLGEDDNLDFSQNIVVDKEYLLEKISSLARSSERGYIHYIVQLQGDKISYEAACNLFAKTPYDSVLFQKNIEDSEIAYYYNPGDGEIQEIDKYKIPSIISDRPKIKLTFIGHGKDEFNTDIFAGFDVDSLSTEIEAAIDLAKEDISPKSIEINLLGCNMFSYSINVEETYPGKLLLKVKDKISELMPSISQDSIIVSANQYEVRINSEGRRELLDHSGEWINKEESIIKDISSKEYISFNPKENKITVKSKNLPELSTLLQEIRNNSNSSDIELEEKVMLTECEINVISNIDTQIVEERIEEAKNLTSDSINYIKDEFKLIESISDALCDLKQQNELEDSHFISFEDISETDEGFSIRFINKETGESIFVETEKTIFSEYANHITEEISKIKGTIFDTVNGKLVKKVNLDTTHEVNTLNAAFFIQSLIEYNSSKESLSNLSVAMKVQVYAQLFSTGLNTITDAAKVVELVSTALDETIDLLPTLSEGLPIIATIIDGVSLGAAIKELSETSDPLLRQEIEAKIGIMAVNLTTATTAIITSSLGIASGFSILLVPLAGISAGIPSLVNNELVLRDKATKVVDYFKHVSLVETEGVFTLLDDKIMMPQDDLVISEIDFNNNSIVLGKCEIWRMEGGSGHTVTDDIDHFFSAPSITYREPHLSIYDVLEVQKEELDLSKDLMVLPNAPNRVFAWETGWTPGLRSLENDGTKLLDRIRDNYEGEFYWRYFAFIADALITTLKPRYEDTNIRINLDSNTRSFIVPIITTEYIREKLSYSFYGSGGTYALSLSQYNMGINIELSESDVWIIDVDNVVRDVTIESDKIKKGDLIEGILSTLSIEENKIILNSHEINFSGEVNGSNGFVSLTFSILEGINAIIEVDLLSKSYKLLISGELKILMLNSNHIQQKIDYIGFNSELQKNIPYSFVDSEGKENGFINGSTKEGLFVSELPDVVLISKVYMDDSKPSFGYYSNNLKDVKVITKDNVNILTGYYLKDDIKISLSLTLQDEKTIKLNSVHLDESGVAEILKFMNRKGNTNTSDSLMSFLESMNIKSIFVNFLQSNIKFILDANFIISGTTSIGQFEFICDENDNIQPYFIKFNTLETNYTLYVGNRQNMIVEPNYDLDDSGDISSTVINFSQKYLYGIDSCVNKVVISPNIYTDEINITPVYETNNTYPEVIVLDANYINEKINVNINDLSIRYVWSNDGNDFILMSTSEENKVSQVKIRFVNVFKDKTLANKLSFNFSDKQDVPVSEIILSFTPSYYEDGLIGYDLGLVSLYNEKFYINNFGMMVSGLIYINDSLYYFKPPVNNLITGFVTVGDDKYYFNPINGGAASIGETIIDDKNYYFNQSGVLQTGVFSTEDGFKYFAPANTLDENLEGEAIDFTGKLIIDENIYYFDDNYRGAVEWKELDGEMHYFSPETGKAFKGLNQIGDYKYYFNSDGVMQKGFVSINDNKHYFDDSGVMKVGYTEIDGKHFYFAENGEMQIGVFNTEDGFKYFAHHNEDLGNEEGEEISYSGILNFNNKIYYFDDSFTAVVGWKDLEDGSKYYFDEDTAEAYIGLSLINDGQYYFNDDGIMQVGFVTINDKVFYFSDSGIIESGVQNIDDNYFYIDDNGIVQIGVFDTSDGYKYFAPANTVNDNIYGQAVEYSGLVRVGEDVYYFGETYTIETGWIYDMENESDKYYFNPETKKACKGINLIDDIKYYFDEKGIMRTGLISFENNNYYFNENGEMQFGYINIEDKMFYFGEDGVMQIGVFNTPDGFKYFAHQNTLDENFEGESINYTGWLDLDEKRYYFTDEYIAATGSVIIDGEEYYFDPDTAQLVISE
* hit, by the source's call; i = inactive; ? = inconclusive; nt = not tested or not shown. An unsorted share of the library, and some 4.6% of all compounds hit somewhere here.

SMILES | BH1578 lux ind | FBA Mtb inh | FadD28 FP inh | Mtb BioA inh | PfHsp40 rescue | Y pestis TopoI | Mtb UGM inh | GDH-TPI counter | TcdB GH inh
O=C1CCCN1CCCN1C(=O)N[C@@H](Cc2ccccc2)C1=O | i | 0 | -3.8 | 0.8 | -0.1 | -2 | -2.3 | 7 | nt
CCc1c(C(=O)N2CCOCC2)csc1C | 2.2 | 1 | -0.4 | -0.8 | 0.5 | 1 | -0.7 | 2 | nt
COc1ccc(OCc2cc(C(=O)N3CCN(CC4CC4)CC3)no2)c(Cl)c1 | -0.2 | 1 | -1.0 | 1.6 | -2.0 | 25 | 1.9 | 1 | 0.5
CC1(Cc2ccccc2C#N)C(=O)Nc2cc(-c3ccccc3Cl)ccc21 (stereo unspecified) | -0.5 | 1 | -1.1 | -0.9 | nt | 28 | nt | 10 | 1.1
COc1cc2nc(N(CCCN(C)C)C(=O)c3ccc(S(=O)(=O)N(C)C4CCCCC4)cc3)sc2cc1OC | -2.3 | -1 | -1.5 | 0.4 | -0.9 | 10 | -1.5 | 0 | 1.5
Cc1cc(NC(=O)CSc2nnc(-c3ccccc3F)n2C)no1 | i | 0 | -0.5 | 7.0 | 1.0 | 4 | 1.0 | 8 | 0.8
COC(=O)c1ccc(C(=O)OC)c(NC(=O)CN2CCN(c3ccccc3OC)CC2)c1 | -1.7 | -2 | 0.5 | -1.5 | 1.6 | 27 | 1.1 | 4 | nt
Cc1ccc(-n2nnc3c(SCC(=O)NCC4CCCO4)ncnc32)cc1 (stereo unspecified) | i | 0 | -1.6 | nt | 1.9 | -10 | -1.2 | 24 | nt
CCOc1ccccc1NC(=O)c1cc(=O)c2ccccc2o1 | 1.1 | 4 | 0.0 | -0.7 | 0.0 | -3 | 2.9 | 9 | 1.7
Cc1nn(-c2cccc(Cl)c2)c2nc(-c3ccco3)cc(C(=O)O)c12 | -0.3 | 20 | -14 | nt | 0.0 | 10 | -0.9 | 16 | nt
COc1ccc(-c2cnnc(N/N=C/c3c(C)nn(-c4ccccc4)c3Cl)n2)cc1 | -0.3 | 0 | -1.4 | -2.5 | -0.1 | -5 | 2.0 | 11 | nt
COc1cccc(OCCSc2nc(C)c(Cc3ccccc3)c(=O)[nH]2)c1 | -0.3 | -1 | -1.3 | nt | 0.4 | 0 | 1.6 | 11 | 0.5
CC(C)Cc1ccc(CN2CCCC(NC(=O)CCN3CCCCC3=O)C2)cc1 (stereo unspecified) | -7.1 | 2 | -0.7 | 3.1 | 7.5 | 6 | -3.1 | 4 | 2.4
COc1ccc(/C=N/NC(=O)CNC(=O)c2ccncc2)cc1OC | i | 0 | -0.5 | -0.9 | 1.0 | 1 | 2.6 | 24 | 0.2
COc1ccccc1CN1CN(S(=O)(=O)c2ccccc2)c2nc3ccccc3nc21 | -0.7 | 2 | -1.5 | nt | 1.4 | 24 | 3.3 | 6 | 0.7
Cc1cc(C)c(S(=O)(=O)C(C)C)c(=O)[nH]1 | -0.4 | 0 | -2.9 | nt | 1.6 | 6 | -2.4 | -1 | 0.6
CCOC(=O)c1ccc(Nc2nc(=O)c3cccnc3s2)cc1 | -1.4 | 2 | -1.8 | -0.4 | 0.3 | 0 | -1.7 | 8 | nt
CCOCCCNC(=O)C(c1ccccc1)N(Cc1cccs1)C(=O)CNC(=O)c1ccccc1 (stereo unspecified) | -0.6 | 0 | -1.3 | 1.3 | 0.2 | 13 | -1.3 | -5 | 2.0
Cc1ccc(N=N/C(=C\O)C(=O)c2ccc(Cl)cc2)cc1 | 0.8 | 7 | -1.4 | -0.1 | -2.3 | ? | -0.7 | 4 | 1.1
O=C(COC(=O)C1CCC(=O)N1)Nc1ccc(Cl)cc1Cl (stereo unspecified) | i | 2 | 1.4 | nt | -0.8 | 13 | -0.6 | 3 | nt
COc1cc(OC)c(CN2CCc3c([nH]c4ccccc34)C2)cc1Br | -0.2 | 5 | -2.9 | 2.3 | 0.4 | -4 | 5.4 | 26 | -0.1
O=C([O-])c1cc(-c2ccccc2)cc(-c2ccccc2)[n+]1CCc1ccc(Cl)cc1 | -0.6 | 3 | -4.3 | 1.0 | 1.0 | 23 | nt | 3 | -3.0
CSc1ccc(-c2c(C#N)c(N)nc3c2c(C)nn3-c2ccccc2)cc1 | i | 3 | -1.6 | -1.9 | 0.1 | 0 | -3.3 | 21 | nt
CCOC(=O)C(C)Sc1nc(N2CCOCC2)c2c(c1C#N)CC(C)(C)OC2 (stereo unspecified) | -0.8 | 2 | -1.3 | 0.9 | nt | 1 | 0.0 | 2 | 0.5
COc1cc(NS(=O)(=O)c2c(C)oc3c(F)c(F)c(F)c(F)c23)cc(OC)c1OC | -0.6 | -2 | -2.3 | 0.1 | 1.4 | -1 | -0.5 | -2 | 0.6

Part of the list above, reduced to GDH-TPI counter and FadD28 FP inh:
Structure	GDH-TPI counter	FadD28 FP inh
COc1cc(OC)c(CN2CCc3c([nH]c4ccccc34)C2)cc1Br	26	-2.9
O=C([O-])c1cc(-c2ccccc2)cc(-c2ccccc2)[n+]1CCc1ccc(Cl)cc1	3	-4.3
CSc1ccc(-c2c(C#N)c(N)nc3c2c(C)nn3-c2ccccc2)cc1	21	-1.6
CCOC(=O)C(C)Sc1nc(N2CCOCC2)c2c(c1C#N)CC(C)(C)OC2 (stereo unspecified)	2	-1.3

Following part:
SMILES | BH1578 lux ind | FBA Mtb inh | FadD28 FP inh | Mtb BioA inh | PfHsp40 rescue | Y pestis TopoI | Mtb UGM inh | GDH-TPI counter | TcdB GH inh
N#CCCN(C(=O)CN1c2cccc3cccc(c23)S1(=O)=O)c1ccccc1 | 0.1 | 6 | -0.8 | -0.4 | 4.4 | 22 | -1.4 | 9 | 0.8
Cc1ccc(C)c(S(=O)(=O)N2CCCOC2CNC(=O)C(=O)NCc2ccccc2)c1 (stereo unspecified) | -0.9 | 3 | 0.6 | -5.1 | 1.7 | -10 | 2.4 | 1 | 0.4
O=C(/C=C/c1ccc(O)cc1)c1c(O)cc(O)cc1O | -0.5 | 1 | -4.0 | 0.2 | -0.6 | -1 | -1.7 | 10 | -0.1
O=[n+]1c2c(n([O-])c3cc(F)c(N4CCCC4)cc31)CCC2 | nt | -12 | 2.2 | -24 | -1.4 | 3 | 8.2 | 18 | nt
N#C/C(=C\c1ccc(F)c(Br)c1)C(=O)NC1CC1 | i | 1 | -0.3 | -0.9 | 0.5 | 1 | -0.3 | 6 | -0.5
COc1ccc(/C=C(/NC(=O)c2ccco2)C(=O)N2CCc3ccccc32)cc1OC | -0.2 | -2 | -1.4 | nt | 1.2 | -1 | -2.9 | 19 | 2.1
C=CCSc1nnc2c(n1)OC=Nc1ccccc1-2 | 0.4 | -2 | 0.6 | 0.3 | 3.1 | 1 | 2.8 | 16 | nt
CCCS(=O)(=O)NC(=O)C1(C)CCN(C(=O)c2ccc(C(F)(F)F)cc2)C1 (stereo unspecified) | i | -1 | -1.7 | 1.4 | nt | 3 | nt | -7 | 1.4
CN(C)c1cc(N/N=C/c2ccc(Cl)cc2)nc(N(C)C)n1 | -0.3 | 1 | -0.9 | nt | 1.6 | -1 | nt | 10 | 0.3
O=S1(=O)c2ccc(Br)cc2N2CCC[C@H]2CN1Cc1ccccc1 | -0.6 | 0 | -3.1 | 0.3 | 2.6 | 35 | nt | 6 | 1.5
O=C(NC(=S)Nc1ccc(N2CCOCC2)cc1)c1ccco1 | -0.7 | -1 | -3.0 | -0.9 | -1.0 | -2 | -2.7 | -3 | nt
COc1ccc(OC)c(NC(=O)CCNS(=O)(=O)c2cccs2)c1 | -0.4 | 3 | 0.2 | -3.3 | -3.0 | -9 | 2.4 | 1 | nt
S=C(NCc1ccccn1)Nc1cccc(Cl)c1 | nt | -2 | -3.5 | 2.1 | 0.8 | -4 | 1.7 | 3 | nt
CC1(C)CCC[C@]2(C)[C@H]3Cc4cc(O)ccc4O[C@]3(C)CC[C@@H]12 | 5.0 | 1 | -0.4 | 0.9 | 93* | 29 | 0.5 | -1 | -0.5
CC(=O)Nc1ccc(-n2c(C)nc(=O)c(-c3ccccc3)c2C)cc1 | i | 3 | 0.0 | 1.6 | 4.8 | 3 | 2.5 | -3 | nt
Cc1nn(-c2ccc(F)cc2)c(C)c1/C=C/C(=O)N1CCNC(=O)C1 | -0.3 | 5 | 0.4 | 2.0 | 0.3 | -8 | -2.1 | 8 | 0.9
Cc1ccn2c(C(=O)CSc3ccccc3Cl)c(C)nc2c1 | i | 1 | -0.8 | -1.7 | -0.1 | -6 | -2.4 | 4 | nt
Cc1ccc(S(=O)(=O)NC(=O)C2(C)CCN2C(=O)c2ccccc2)nc1 (stereo unspecified) | i | -2 | 0.0 | -1.6 | nt | 5 | nt | 7 | -0.4
CCN1CCCC1CNC(=O)Cn1cnc2ccc(S(=O)(=O)N3CCC(C)CC3)cc2c1=O (stereo unspecified) | 0.4 | 2 | -1.8 | -0.6 | 0.8 | 3 | 0.6 | 7 | nt
O=C(NNS(=O)(=O)c1ccccc1)c1cccc([N+](=O)[O-])c1 | i | 0 | -4.2 | -0.9 | -1.7 | 0 | 0.5 | 5 | 0.1
COc1ccc(C2CC(c3ccccc3)=NN2C(=O)COC(=O)/C=C/c2ccc(O)c(OC)c2)cc1 (stereo unspecified) | i | 5 | 0.3 | -0.8 | -0.8 | 4 | -2.2 | 14 | 0.5
O=C(Nc1cc(Cl)ccc1Cl)c1cc(-c2ccco2)on1 | -4.8 | 4 | 0.6 | -1.3 | -0.3 | 1 | 1.8 | -2 | 1.0
CCCNCc1cc(OC)c(OCC(=O)Nc2ccccc2)cc1Br | i | -1 | -4.4 | 1.2 | -0.1 | 2 | -3.0 | -12 | 1.2
O=C(Nc1ccccc1N1CCOCC1)c1ccc(Cl)nc1 | -0.3 | 1 | -1.4 | nt | 0.6 | 1 | 0.0 | 12 | 3.0
CCN(CC)c1ccc(S(=O)(=O)N2CCOCC2)cc1NC(=O)CSC(=S)N1CCCC1 | i | 1 | 1.3 | -1.7 | -1.0 | 9 | 3.4 | -8 | 2.0

Next section.
SMILES | BH1578 lux ind | FBA Mtb inh | FadD28 FP inh | Mtb BioA inh | PfHsp40 rescue | Y pestis TopoI | Mtb UGM inh | GDH-TPI counter | TcdB GH inh
Cc1cc(C)c(C(=O)NC2CC(C)(C)Cc3c2cnn3-c2ccccc2)o1 (stereo unspecified) | i | 0 | 1.0 | -1.5 | 2.4 | 1 | -1.7 | 2 | 1.0
O=C(N/C(=C/C=C/c1ccccc1)C(=O)N1CCCCC1)c1ccc([N+](=O)[O-])cc1 | -0.3 | -2 | -5.2 | nt | -0.4 | 11 | -4.2 | 17 | 0.2
CC(=O)c1c(C)[nH]c(C(=O)OCC(=O)Nc2ccc(C)cc2[N+](=O)[O-])c1C | i | -1 | -1.3 | nt | 0.4 | 4 | -2.5 | 10 | nt
O=C(CSc1nnc(C2CCCCC2)o1)Nc1ccccc1Cl | i | -1 | -2.4 | 0.0 | -0.3 | 0 | 0.6 | -18 | 0.9
CC(=O)c1cccc(NC(=O)c2cc(-c3cccs3)on2)c1 | -8.8 | 3 | 2.0 | -4.2 | -0.6 | -2 | 3.6 | 14 | 1.0
O=c1c2ccccc2c(-c2ccccc2)nn1-c1ccccn1 | -0.3 | 3 | -0.6 | 0.2 | -1.0 | 13 | -1.4 | 2 | 1.4
O=C(CCn1cnnn1)Nc1cccc(F)c1 | -0.8 | -3 | -4.7 | nt | -0.7 | 8 | 0.7 | 4 | 0.2
Cc1ccc(OCCNS(=O)(=O)c2ccc(N3CCCC3=O)cc2)cc1C | -6.7 | 2 | -1.7 | -1.5 | -0.8 | -1 | -0.9 | 9 | -1.5
CS(=O)(=O)N(CC(=O)N1CCCC1)C1CCCCC1 | i | 0 | -1.0 | -1.0 | nt | 2 | nt | 4 | -0.9
CC(C)Oc1ccc(C(=O)NCC(=O)Nc2ccc3c(c2)CCC3)cc1 | -0.9 | 0 | -1.3 | -2.1 | -1.1 | 0 | -1.4 | -4 | -0.2

Assay outcomes (PubChem BioAssay)
